From PubChem BioAssay
KCNH2 WT inh: qHTS for Inhibitors of KCHN2 3.1: Wildtype qHTS. Voltage-gated inwardly rectifying potassium channel KCNH2 (Homo sapiens), Q12809. U2OS, BacMam KCNH2, thallium flux FluxOr; hits give low values. activity change, % at 1.84 µM. hit rate 0.37% among 340,000. AID 720551, 2013;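 active = maximum activity change below -70%; inconclusive = maximum activity change between -70% and -50%; inactive = maximum activity change above -50%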; also: % is scaled to controls: 0 for no effect and ±100 for the full control effect
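U2OS cells were transduced with wild-type KCNH2 virus (2.03 x 10^8 / mL) for 4 h at room temperature, then cultured overnight at 37 C. Thallium flux was read with FluxOr dye. Rate constants were normalized to DMSO controls.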
A-T KAP1 phos: qHTS Assay for Identifying a Potential Treatment of Ataxia-Telangiectasia; […] A-T fibroblasts, KAP-1 phosphorylation AlphaLISA; neocarzinostatin DNA damage 30 min before lysis; Potency, µM (highest dose often 57.5 µM), inactives show top-dose activation, actives largely listed as activators; hit rate 0.19% among 320,000; AID 485349, 2010; also: potency is read from the fitted curve at half-maximal effect; % of control where 0% means no effect; nearly all actives have a fitted effect of over 45% in size
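hTERT-immortalized A-T patient fibroblasts ([…]), 500 cells/well in OPTI-MEM, 1% FBS, got compounds for 60 min, then NCS for 30 min at 37C. Lysates were then assayed for phospho-KAP-1 by AlphaLISA (anti-pKAP1 donor, anti-KAP1 acceptor beads), 6 hr at 25C.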
TSHR antagonist: Antagonists of the Thyroid Stimulating Hormone Receptor: HTS campaign; activity change, negative = inhibition, % at 11.5 µM; hit rate 0.2% among 330,000; TSHR-expressing cells, TSH-stimulated cAMP HTRF, 2 h; hits give low values; Thyrotropin receptor (Homo sapiens), P16473; AID 504810, 2011;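 active = activity change below a set negative limit, meaning inhibition stronger than a set level, cut at about -70% in these data; inconclusive = activity change between two set negative limits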; also: % is scaled to controls: 0 for no effect and ±100 for the full control effect
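Read-out is FRET at 665 nm (cryptate excitation 337 nm) from a cryptate-tagged anti-cAMP antibody, competed by cell cAMP against cAMP-d2. Compounds are tested on freshly harvested TSHR cells challenged with 4nM TSH (EC80) for 2 hours at 37 deg C.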
TCR activator: Activators of T cell receptors: qHTS campaign. primary human leukocytes, anti-CD3, IL-2 HTRF, 48 h. Potency, µM (top dose mostly 9.22 µM), without a hit: top-dose activation of IL-2 secretion, hits mostly activators. 330,000 tested, under 10 active. AID 504894, 2011; also: % of control where 0% means no effect
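Compounds are tested in HTS on primary human leukocytes co-incubated with a-CD3 beads for 48 hr. IL-2 output is measured by time-resolved FRET.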
Eya2 inh: qHTS Assay for Inhibitors of the Phosphatase Activity of Eya2. recombinant Eya2, OMFP fluorescence dephosphorylation (OMFP is methylfluorescein phosphate). Potency, µM (top dose mostly 76.9 µM), without a hit: top-dose activity, negative = inhibition, actives largely listed as inhibitors. hit rate 0.006% among 330,000; also: potency is read from the fitted curve at half-maximal effect; % is scaled to controls: 0 for no effect and ±100 for the full control effect
Target sequence (O00167 whole entry, looked up): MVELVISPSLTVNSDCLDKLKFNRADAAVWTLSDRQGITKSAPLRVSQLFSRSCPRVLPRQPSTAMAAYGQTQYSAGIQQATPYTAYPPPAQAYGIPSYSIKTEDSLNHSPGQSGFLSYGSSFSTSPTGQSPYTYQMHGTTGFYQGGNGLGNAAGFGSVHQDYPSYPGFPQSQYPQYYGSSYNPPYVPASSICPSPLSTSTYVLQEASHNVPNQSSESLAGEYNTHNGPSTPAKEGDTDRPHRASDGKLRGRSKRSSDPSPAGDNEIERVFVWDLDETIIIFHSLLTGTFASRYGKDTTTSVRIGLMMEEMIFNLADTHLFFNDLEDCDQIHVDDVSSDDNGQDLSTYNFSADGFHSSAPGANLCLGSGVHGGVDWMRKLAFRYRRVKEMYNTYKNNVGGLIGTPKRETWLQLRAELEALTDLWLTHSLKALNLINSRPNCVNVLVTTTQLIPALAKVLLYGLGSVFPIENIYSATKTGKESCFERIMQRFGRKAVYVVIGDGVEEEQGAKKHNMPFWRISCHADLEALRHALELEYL
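Eya2 (0.2 uM) preincubated 10 min at ambient with compound, then OMFP substrate added at 50 uM; 10 min reaction in 50 mM HEPES pH 7.5, 50 mM NaCl, 5 uM MgCl2, 0.05% BSA, 1 mM DTT. Fluorescence read at Ex 485/Em 525 nm.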
TRPV1 agonist: HTS Assay for Compounds that Act as Agonists of the Vanilloid Receptor 1; Transient receptor potential cation channel subfamily V member 1 (Homo sapiens), Q8NER1; TRPV1-expressing cells, Fluo-8 calcium influx, agonist mode; activation, % at 8.33 µM; hit rate 0.19% among 320,000; in the data active = activation above about 80%; inconclusive = between about 30% and that limit; also: 0% is about no effect
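Cells expressing TRPV1 were dye-loaded with Fluo-8 and read kinetically: 10 s baseline, 3 min after compound (agonist portion), then 2 min after EC20 capsaicin (allosteric enhancer portion). Calcium-bound dye fluorescence at 480/520 nm.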
Mito fusion act: qHTS Assay for Small Molecule Inhibitors of Mitochondrial Division or Activators of Mitochondrial Fusion; S. cerevisiae fusion-defective mutant growth rescue, CellTiterGlo 48 h; Potency, µM (series often up to 46.1 µM), for inactives: at the top dose growth rescue (activation), hits mostly activators; AID 485298, 2010; hit rate 0.23% among 320,000;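 also: potency is read from the fitted curve at half-maximal effect; % of control where 0% means no effect; nearly all actives have a fitted effect of over 45% in size; temperature-sensitive fusion mutants such as fzo1-1 at 37 °C on non-fermentable ethanol glycerol medium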
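Compounds are tested for their ability to restore growth of mitochondrial fusion-defective yeast strains at non-permissive 37C in YPEG medium over 48 hours. Viability is quantified by luciferase luminescence.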
KCNH2 3.1 inh: qHTS for Inhibitors of KCHN2 3.1: Mutant qHTS; Potassium voltage-gated channel subfamily H member 2, brain isoform KCNH2 3.1 (human); U2OS KCNH2 3.1, thallium flux FluxOr; hits give low values; activity change, % (tested at about 1.8 µM); hit rate 0.95% among 340,000; AID 720553, 2013;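 active = maximum activity change below -70%; inconclusive = maximum activity change from -70% to -50%; inactive = maximum activity change above -50%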;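 also: thallium influx rate constant from kinetic fluorescence after stimulation buffer; % is scaled to controls: 0 for no effect and ±100 for the full control effect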
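Steps: virus added to U2OS suspension (4 h, RT, dark); medium with 10% FBS added, cells plated, 37 C overnight; FluxOr/Red40 loading buffer 45 min RT; stimulation buffer, 2 min kinetic read; rate constant normalized.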
USP2a block: qHTS Assay for Inhibitors of Ubiquitin-specific Protease USP2a Using CHOP2 as the Reporter; Ubiquitin carboxyl-terminal hydrolase 2 (Homo sapiens), O75604; USP2 core, Ub-CHOP2 coupled fluorogenic reporter, 485/531; Potency, µM (highest dose often 38.3 µM), for inactives: at the top dose activity change, negative = inhibition, most hits filed as inhibitors; hit rate 0.01% among 330,000; AID 463254, 2010;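 also: potency is read from the fitted curve at half-maximal effect; plate controls were DMSO wells for no effect and full inhibition by NEM control for full effect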
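Deubiquitinase activity read as fluorescence (485/531 nm) after Ub-CHOP2 cleavage activates the enterokinase reporter on its substrate; USP2 core 10nM, Ub-CHOP2 and substrate 25nM each, 30min compound preincubation then 60min RT; data normalized to NEM, curves fitted.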
ELG1 repair inh: qHTS screen for small molecules that inhibit ELG1-dependent DNA repair in human embryonic kidney (HEK293T) cells expressing luciferase-tagged ELG1; HEK293T ELG1-luciferase reporter, luminescence, 16 h; DNA damage induced by 5-fluorouridine; Potency, µM (top dose mostly 46.1 µM), inactives show at the top dose activity change, negative = inhibition, usual class: inhibitors; hit rate 2.3% among 330,000; AID 504467, 2011; also: potency is read from the fitted curve at half-maximal effect; % is scaled to controls: 0 for no effect and ±100 for the full control effect; nearly all actives have a fitted effect of over 55% in size
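Cells (2,000 per well) received 5-fluorouridine plus test compound or DMSO and were incubated 16 hr at 37 °C, 5% CO2. Luciferase activity was read by luminescence 30 min after ONE-Glo addition; signal suppression marked inhibition of damage-induced ELG1 function.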
Active calls of the source: *; i = inactive; u = inconclusive; x = no result given; [ ] = another dose, or the depositor's remark. Unless noted, calls follow the shape of the dose curve; as a rule, active = well fitted curve in the direction sought with a large enough effect; inconclusive = small, poorly fitted or top-dose-only effect, or another doubt; inactive = no such curve, though single readings can be large; an effect the other way counts as inactive or inconclusive.

The opening six records as a preview:
SMILES	KCNH2 WT inh	A-T KAP1 phos	TSHR antagonist	TCR activator	Eya2 inh	TRPV1 agonist	Mito fusion act	KCNH2 3.1 inh	USP2a block	ELG1 repair inh
O=C(NCc1nnc(SCC(=O)N2CCN(c3ccccc3)CC2)o1)c1c(F)cccc1F	-6	-1%	19	-62%	-12%	-2	1%	-9	1%	u
O=S(=O)(c1ccc2ccccc2c1)N(CC(O)COCc1ccco1)c1ccccc1 (stereo not drawn)	-31	x	x	-5%	x	7	1%	-11	x	x
O=S(=O)(c1cc(Cl)ccc1Cl)n1ccnc1	-7	0%[11.5 µM]	-4	-20%	-1%	-1	u	5	11%	9%
CCN(CCn1cccn1)C(=O)CCc1nnc(CCCc2ccccc2)o1	i	0%	-8	12%	-4%	2	-10%	-3	2%	u
CCOC(=O)c1[nH]ncc1CN1CCN(Cc2ccc(C)cc2)C(CCO)C1 (stereo not drawn)	15	5%	-7	0%	-22%	-2	0%	-36	1%	-4%
O=C(O)CCCC(=O)Nc1ccc(Oc2ncnc3cc(Cl)ccc23)nc1	-4	-1%	8	3%	4%	2	-5%	-3	4%	0%

The listing, previewed entries included:
SMILES	KCNH2 WT inh	A-T KAP1 phos	TSHR antagonist	TCR activator	Eya2 inh	TRPV1 agonist	Mito fusion act	KCNH2 3.1 inh	USP2a block	ELG1 repair inh
O=C(NCc1nnc(SCC(=O)N2CCN(c3ccccc3)CC2)o1)c1c(F)cccc1F	-6	-1%	19	-62%	-12%	-2	1%	-9	1%	u
O=S(=O)(c1ccc2ccccc2c1)N(CC(O)COCc1ccco1)c1ccccc1 (stereo not drawn)	-31	x	x	-5%	x	7	1%	-11	x	x
O=S(=O)(c1cc(Cl)ccc1Cl)n1ccnc1	-7	0%[11.5 µM]	-4	-20%	-1%	-1	u	5	11%	9%
CCN(CCn1cccn1)C(=O)CCc1nnc(CCCc2ccccc2)o1	i	0%	-8	12%	-4%	2	-10%	-3	2%	u
CCOC(=O)c1[nH]ncc1CN1CCN(Cc2ccc(C)cc2)C(CCO)C1 (stereo not drawn)	15	5%	-7	0%	-22%	-2	0%	-36	1%	-4%
O=C(O)CCCC(=O)Nc1ccc(Oc2ncnc3cc(Cl)ccc23)nc1	-4	-1%	8	3%	4%	2	-5%	-3	4%	0%
CC(C)CCNC(=O)C(C)N(Cc1ccc(F)cc1)C(=O)c1ccc(CN2CCCCC2)o1 (stereo not drawn)	0	9%	2	1%	-29%	5	1%	4	-1%	5%
CCOc1ccc(C(=O)Nn2cnnc2)cc1	1	1%	-6	x	-9%	0	2%	-17	-5%	22%
CC(=O)Oc1ccc(-c2nc(-c3cccnc3)no2)cc1	3	-3%	-8	9%	-25%	-4	0%	7	-1%	u
Cn1c(N)c(C(=O)COC(=O)/C=C/c2ccc(S(=O)(=O)N3CCOCC3)cc2)c(=O)n(C)c1=O	-17	2%	1	4%	-9%	1	-3%	-7	-3%	0%
Cc1ccc(NC(=O)c2ccc3c(c2)[nH]c(=O)n3C(C)C)cc1	-2	5%	5	0%	2%	u	-4%	16	5%	-4%
Cc1ccc2c(C)c(C(=O)NCCN3CCOC3=O)oc2c1C	17	1%	2	-1%	-2%	0	-1%	-3	1%	-3%
Cn1nc(OCc2ccccc2)ccc1=O	-3	2%	-2	x	8%	1	0%	-1	3%	26%
Cn1cnnc1Sc1ccc(/C=C/C(=O)c2ccc(O)cc2)cc1[N+](=O)[O-]	-4	17%	2	11%	2%	0	3%	14	-1%	u
N#Cc1ccccc1S(=O)(=O)N1CCN(CC(O)COc2ccccc2F)CC1 (stereo not drawn)	4	-9%	4	7%	u	-6	0%	-7	0%	u
O=C(C1=C(O)C(=O)N(CC2CCCO2)C1c1ccc(Cl)cc1Cl)c1ccco1 (stereo not drawn)	x	x	14	-1%	2%	7	-7%	x	-8%	18%
C=C(C)c1cccc(C(C)(C)NC(=O)Nc2ccc3[nH]c(=O)[nH]c3c2)c1	-6	-4%	8	3%	-4%	u	-1%	1	1%	13%
COc1ccc(Cc2nnc(N/N=C/c3ccc(O)cc3)[nH]c2=O)cc1OC	6	-3%	-8	-3%[46.1 µM]	-2%	-1	-2%	-20	2%	5.8µM*
CC(C(=O)N1CCCc2ccccc21)N1CCN(S(=O)(=O)c2ccccc2F)CC1 (stereo not drawn)	1	9%	-4	2%	-6%	29	2%	-3	0%	u
CC1CCc2c(sc3ncn(Cc4ccc(C(=O)O)cc4)c(=O)c23)C1 (stereo not drawn)	i	4%	-8	5%	20%	-2	7%	-1	-1%	u
C=CC[C@H](CC(=O)NCCO)C(=O)N[C@@H](COC(=O)[C@H](CC=C)CC(=O)OC(C)(C)C)Cc1ccccc1	-8	9%	3	1%	-9%	x	x	x	1%	5%
Cc1[nH]c2ccccc2c1C(=O)C(=O)N1CCN(C)CC1	-2	2%	3	-3%	-5%	-4	-9%	-3	-1%	15%
CCCCC(=O)Nc1cc(OCC)c(NC(=O)c2ccccc2[N+](=O)[O-])cc1OCC	8	-2%	15	x	12%	-3	-2%	-15	-1%	13%
COc1ccc(-c2oc3ncn4nc(COc5ccccc5)nc4c3c2-c2ccc(OC)cc2)cc1	21	5%	2	2%	-1%	2	0%	3	1%	2%
O=C(c1cc(S(=O)(=O)N2CCOCC2)ccc1Cl)N1CCc2ccccc2C1	-1	3%	-5	-1%	-4%	u	4%	11	3%	-10%
O=S(=O)(Nc1ccc2nc(N3CCOCC3)sc2c1)c1ccc(Cl)cc1	5	-5%	-4	-4%	-8%	-1	27%	17	1%	u
CC(=O)NNC(=S)Nc1cccc(F)c1	5	5%	1	3%	-1%	2	1%	20	3%	-6%
CCOc1cc(/C=N/NC(=O)Nc2ccccc2)ccc1O	8	-2%	10	7%	-10%	-6	-5%	3	-4%	u
O=C(Nc1ccccc1C(F)(F)F)c1cc(S(=O)(=O)N2CCC3(CC2)OCCO3)ccc1F	-7	4%	4	1%	-28%	17	-3%	-8	1%	-26%
O=C(O)Cn1c(SCc2cccc3ccccc23)nc2ccccc21	-2	-1%	-14	0%	-3%	0	2%	7	-1%	0%
O=C(COc1ccccc1Cl)NC1CC1	-13	0%	-8	5%	0%	-2	0%	12	2%	45%
CCOC(=O)CN1C(=O)S/C(=C/c2ccc(O)c([N+](=O)[O-])c2)C1=O	4	-4%	-23	-2%[46.1 µM]	-1%	0	1%	7	u	-3%
O=C(NCCNc1ccc([N+](=O)[O-])cc1C(F)(F)F)c1ccccc1	1	-1%	11	-1%[46.1 µM]	-6%	u	13%	u	-1%	-15%
COC(=O)c1ccc(COc2ccccc2/C=C/C(=O)c2ccc(OCC(=O)O)cc2)cc1	-5	14%	1	3%	5%	-2	23%	20	2%	-12%
Cc1cccc(-c2onc3ccc(C4(C)OCCO4)cc23)c1	-11	7%	-31	3%	10%	u	8%	-11	-5%	u
COc1ccc(NC(=O)/C(C#N)=C\c2ccc(Br)o2)cc1	3	-7%	-4	2%	u	0	2%	15	8%	u
COC(=O)c1ncccc1SC	2	14%	11	-6%[46.1 µM]	5%	-6	1%	-3	0%	2%
O=C(CN(Cc1ccccc1)S(=O)(=O)c1ccccc1)NC1CC1	-159*	-4%	2	2%[46.1 µM]	-1%	-1	-3%	-1	0%	-7%
Cc1ccc(S(=O)(=O)NC[C@H]2O[C@@H](n3cnc4c(N)ncnc43)[C@H](O)[C@@H]2O)s1	-2	5%	-1	0%	-20%	x	x	-10	4%	1%
Cc1ccccc1NC(=S)Nc1ccc2cn[nH]c2c1	1	-7%	-3	1%	-5%	-1	0%	-14	6%	8%

These rows are one share of the data (hit frequency here may not be typical).
